Source: PubChem BioAssay (National Center for Advancing Translational Sciences (NCATS))
MCF10A rereplic: A quantitative high throughput screen for small molecules that induce DNA re-replication in MCF 10a normal breast cells; MCF 10A DNA re-replication, Hoechst nuclear intensity, 48 h; Potency, µM (top dose mostly 46.1 µM), for inactives: top-dose activity, positive = re-replication, hits mostly activators; actives 2.9% (n = 350,000); AID 624296, 2012; also: potency is read from the fitted curve at half-maximal effect; % of control where 0% means no effect; nearly all actives have a fitted effect of over 50% in size
KB-3-1 cytotox: qHTS assay for MDR1-selective chemotherapeutics: Primary screen using the parental adenocarcinoma cell KB-3-1 | KB-3-1 viability, CellTiter-Glo ATP luminescence, 72 h | Potency, µM (doses to about 46.1 µM), for inactives: top-dose activity change, negative = cytotoxic, hits mostly cytotoxic | actives 1.4% (n = 400,000) | AID 1347075, 2019; also: potency is read from the fitted curve at half-maximal effect; % is scaled to controls: 0 for no effect and ±100 for the full control effect; nearly all actives have a fitted effect of over 60% in size
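Luminescent ATP read-out (CellTiter-Glo) measures survival of drug-naive KB-3-1 cells after 72 h compound exposure at 37 °C. Titration series was screened from lowest to highest concentration, with DMSO vehicle plates as background controls.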
IL1B secr inh: qHTS for Inhibitors of Inflammasome Signaling: IL-1-beta AlphaLISA Primary Screen; activity change, % at 57.5 µM; THP-1 LPS/ATP IL-1B secretion, AlphaLISA, 16 h; stronger effect = lower value; actives 4.7% (n = 360,000); in the data active = activity change below about -50%; inconclusive = mostly about -30% to -49%; also: % is scaled to controls: 0 for no effect and ±100 for the full control effect
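THP-1 cells pretreated 1 hr with compounds (up to 57.5 uM final), then stimulated with LPS (250 ng/mL final) plus ATP (1.25 mM final); secreted IL-1B measured by AlphaLISA after 16 hr, decreased signal indicating inhibition.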
HT1080-NT tox: qHTS for induction of synthetic lethality in tumor cells producing 2HG: qHTS for the HT-1080-NT fibrosarcoma cell line | HT-1080-NT fibrosarcoma viability, CellTiter-Glo ATP luminescence, 48 h | Potency, µM (highest dose often 46.1 µM), without a hit: at the highest dose activity, negative = less viability, actives largely listed as cytotoxic | actives 1.6% (n = 360,000);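 also: NT is the 2HG producing partner of a matched IDH1 knockdown line; potency is read from the fitted curve at half-maximal effect; 0% = DMSO-treated cells and -100% = media-only wells without cells; nearly all actives have a fitted effect of over 55% in size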
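Viability by CellTiter-Glo luminescence after 48 h compound exposure at 37C of HT-1080-NT cells (750/well, RPMI, 5% FBS). % activity scaled between DMSO wells and medium-only wells, then curve-fitted and categorized by curve class.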
DRD3 agonist: qHTS of D3 Dopamine Receptor Agonist: qHTS. D(3) dopamine receptor (Homo sapiens), P35462. max activation, %. D3R DiscoveRx beta-arrestin cells, luminescence, 90 min. actives 0.58% (n = 410,000); in the data active = max activation above about 30%; also: 0% is about no effect; mostly tested at two doses, the higher about 12 µM
Target sequence (P35462 whole entry, looked up): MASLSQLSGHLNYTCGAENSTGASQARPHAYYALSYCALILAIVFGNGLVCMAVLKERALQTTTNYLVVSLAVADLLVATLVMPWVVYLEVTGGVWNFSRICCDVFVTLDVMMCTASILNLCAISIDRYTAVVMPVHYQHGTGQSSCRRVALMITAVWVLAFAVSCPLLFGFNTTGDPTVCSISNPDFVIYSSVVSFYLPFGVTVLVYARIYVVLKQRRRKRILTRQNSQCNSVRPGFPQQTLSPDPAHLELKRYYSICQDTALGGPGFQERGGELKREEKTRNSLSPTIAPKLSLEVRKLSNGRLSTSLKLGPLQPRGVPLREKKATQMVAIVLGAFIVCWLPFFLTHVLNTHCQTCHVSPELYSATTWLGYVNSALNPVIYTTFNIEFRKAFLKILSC
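Agonist-mode cell screen: cells plated at 1500/well and incubated overnight at 37 °C, then exposed to library compounds for 90 min at 37 °C. Detection reagent was added for 30–60 min at room temperature, and luminescence was read.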
KB-V1 cytotox: qHTS assay for MDR1-selective chemotherapeutics: Primary screen using the drug-selected MDR subline cells KB-V1; KB-V1 MDR cells viability, CellTiter-Glo, 72 h; Potency, µM (top dose mostly 46.1 µM), inactives show at the top dose activity change, negative = cytotoxicity, actives largely listed as cytotoxic; actives 3.4% (n = 400,000); AID 1347076, 2019; also: potency is read from the fitted curve at half-maximal effect; % is scaled to controls: 0 for no effect and ±100 for the full control effect; nearly all actives have a fitted effect of over 60% in size
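Drug-selected KB-V1 cells, grown in DMEM lacking phenol red with 10% FBS, receive compound titrations; after three days at 37 degrees C, surviving cell ATP is quantified by CellTiter-Glo luminescence and responses normalized and curve-fitted.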
HT1080 IDH1KD tx: qHTS for induction of synthetic lethality in tumor cells producing 2HG: qHTS for the HT-1080-IDH1KD cell line | HT-1080 IDH1 knockdown viability, ATP luminescence, 48 h | Potency, µM (top dose mostly 46.1 µM), inactives show top-dose activity, negative = toxicity, actives largely listed as cytotoxic | actives 2% (n = 360,000) | AID 686971, 2013;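 also: potency is read from the fitted curve at half-maximal effect; 0% = DMSO wells and -100% = cell-free medium wells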
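Luminescent ATP read-out (CellTiter-Glo, 10 min at room temperature) after 48 h compound exposure at 37 °C gave viability of IDH1-knockdown HT-1080 cells. Activity was normalised to DMSO and cell-free wells, then fitted as concentration-response curves.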
HEK293 tox: qHTS of GLP-1 Receptor Inverse Agonists: Cytotox Screen; HEK293 cAMP-luciferase reporter cells, luminescence, 24 h; Potency, µM (titrated, usually from 38.3 µM), for inactives: at the highest dose activity change, negative = inhibition, most hits filed as inhibitors; actives 0.13% (n = 410,000); AID 624418, 2012;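 also: loss of luciferase light is scored as toxicity; potency is read from the fitted curve at half-maximal effect; % is scaled to controls: 0 for no effect and ±100 for the full control effect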
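To flag toxic compounds, the library was rerun on cells for 24 hr at 37 deg C and 5% CO2. Viability-linked luminescence was captured 12 min after adding luciferase detection reagent.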
SW480 rerep: A quantitative high throughput screen for small molecules that induce DNA re-replication in SW480 colon adenocarcinoma cells; SW480 DNA re-replication, Hoechst DNA content imaging, 48 h; Potency, µM (top dose mostly 46.1 µM), for the others: top-dose re-replication activation, usual class: activators; actives 1.8% (n = 340,000); AID 624297, 2012; also: potency is read from the fitted curve at half-maximal effect; % of control where 0% means no effect; nearly all actives have a fitted effect of over 55% in size
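Image-based DNA-content assay: after two days of treatment, nuclei were labelled with the DNA dye Hoechst and imaged, and hits were compounds raising the count of nuclei showing high fluorescence intensity.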
The depositor's hits bear a star; i = inactive; ? = inconclusive; . = not tested or not shown; [ ] = another dose, or the depositor's remark. Unless noted, calls follow the shape of the dose curve; as a rule, active = well fitted curve in the direction sought with a large enough effect; inconclusive = small, poorly fitted or top-dose-only effect, or another doubt; inactive = no such curve, though single readings can be large; an effect the other way counts as inactive or inconclusive.

Value order – MCF10A rereplic, KB-3-1 cytotox, IL1B secr inh, HT1080-NT tox, DRD3 agonist, KB-V1 cytotox, HT1080 IDH1KD tx, HEK293 tox, SW480 rerep
COc1ccc(-c2n[nH]c(C)c2-c2ccc(Cl)cc2)c(O)c1OC
→ 18µM*, ?, -14, -25%, 5, ?, ?, ?, 5%
O=C(NCC(=O)N1CCCC(C(F)(F)F)C1)c1cccs1 (stereo unspecified)
→ ?, -2%, -15, 11%, 1, -13%, -4%, 0%, ?
COc1ccc(CCC(=O)Nc2cc3c4c(c2)CC(=O)N4CCC3)cc1
→ 8%, 0%, 3, -9%, -16, -4%, 0%, 10%, -3%
C=C(C)CN(CC)C(=O)Cn1cnc2c(oc3ccccc32)c1=O
→ -11%, 14%, i, -14%, -4, ?, -22%, 0%, -33%[inhibitor]
COCc1cc(C)nc2sc(C(=O)OC)c(N)c12
→ 9%, 2%, 6, 11%, 3, 7%, 7%, 37%[activator], 3%
CCC(C(=O)Nc1ccc2[nH]ncc2c1)c1ccccc1 (stereo unspecified)
→ -1%, 7%, 7, 3%, 8, 2%, -15%, 7%, 0%
CS(=O)(=O)CC[C@@H](C(=O)NCCc1ccccc1)N1Cc2ccccc2C1=O
→ ., 0%, ., ., 6, 0%, ., -6%, .
COc1ccc(CCNC(=O)CCCn2c(=O)[nH]c3cc(OC)c(OC)cc3c2=O)cc1OC
→ 4%, -8%, 9, 2%, -1, ?, 8%, 2%, -7%
O=C(C1=C(O)C(=O)N(CCN2CCOCC2)C1c1cccs1)c1cc2ccccc2o1 (stereo unspecified)
→ 2%, 5%, 0, 0%, 0, -2%, 1%, -18%, 2%
CCOC(=O)c1ccc(NC(=O)CN2CCc3ccccc3C2)cc1
→ -179%[0.0737 µM], -4%, 2, 2%, -5, -8%, -24%, 1%, 27%
O=C(NNC(=S)Nc1ccc(Br)cc1Cl)c1ccco1
→ -70%[inhibitor], -5%, 0, 5%, -9, -17%, 6%, -14%, -110%
CCOC(=O)c1cccc(NC(=O)CCCn2c(=O)c3cccn3c3cccnc32)c1
→ 2%, -4%, -9, -3%, 0, ?, 13%, -4%, ?
COc1ccc(C(=O)NC(CCSC)C(=O)N2CCCCCC2)cc1 (stereo unspecified)
→ -4%, -2%, 1, 14%, -1, 10%, 8%, -4%, -9%
CC(=O)Oc1ccc2c(C)cc(=O)[nH]c2c1
→ -4%, -6%, -8, -16%, 5, -4%, -12%, -3%, 1%
O=C(NCCCCNC(=O)c1ccccc1Cl)c1ccccc1Cl
→ 0%, 5%, 18, 17%, -9, 0%, 1%, -10%, -1%
COc1ccc(NC(=O)c2cc(-c3cccnc3)nc3c(C)c(C)ccc23)c(OC)c1
→ 16%, -4%, 0, -1%[9.24 µM], 48*, -26%, -16%, -8%, -4%
c1ccc(Nc2cccc(Nc3ccccc3)c2)cc1
→ ?, ?, -3, 6%, 1, ?, 15%, -27%, ?
O=C(Cn1c(C(=O)N2CCN(C3CCCC3)CC2)cc2sccc21)c1ccccc1
→ 17%, 2%, -14, -20%, -37, -6%, -25%, -11%, -3%
COC(=O)CNC(=O)C1Cc2ccccc2CN1S(=O)(=O)c1cccs1 (stereo unspecified)
→ -2%, 1%, -74*, 12%, 11, 14%, 5%, 7%, -13%
CC(C)N(C(=O)CSc1nnc(C2CC2)n1C1CC1)c1ccccc1
→ 24%, -2%, 7, 13%, 9, -1%, 13%, -8%, -579%[inhibitor]
CC1CCN(S(=O)(=O)c2cn(CC(=O)Nc3cccc(C(F)(F)F)c3)c(=O)c3ccccc23)CC1
→ ., ?, ., ., 4, ?, ., -7%, .
CCOc1ccccc1Nc1nc(-c2sc(NC(=O)c3cccc(Cl)c3)nc2C)cs1
→ -4%, 1%, 30, -17%, 8, -2%, 0%, -5%, -2%
Cc1cc(C(=O)N2CCCC(N3CCN(c4ccccc4C)CC3)C2)nc(C)n1 (stereo unspecified)
→ -7%, ., 10, 0%, 3, ., 4%, 10%, 3%
C=CCNC(=S)NNc1nc2sc3c(c2c(=O)[nH]1)CC(C)(C)OC3
→ 7%, -3%, 13, 23%, 6, -22%, 9%, 0%, -5%
CN(C)CCNc1ncnc2c1ncn2[C@H]1CN(Cc2cccnc2)C[C@@H](CO)O1
→ ., 0%, 33, 13%, 7, -8%, 19%, 2%, .
Cc1csc(SCC(=O)NCCc2ccc(Cl)cc2)n1
→ 8%, 14%, -3, 3%, 6, 7%, 17%, -4%, -2%
O=C(NCCc1nc(-c2ccccc2)no1)c1ccco1
→ -1%, 15%, 16, 14%, -6, 6%, 14%, 8%, 3%
Cc1ccc(NC(=O)CCOc2ccccc2)cc1S(=O)(=O)Nc1ccccc1Cl
→ 9%, -9%, 0, -24%, 7, -14%, -24%, 9%, 6%
COc1ccc(NC(=O)CN(C)C(=O)CCCc2nc3ccccc3s2)cc1
→ 1%, -1%, 11, 9%, 4, -19%, 8%, 3%, -5%
Cc1csc(CN(C)C(=O)CC2C(=O)NCCN2Cc2ccc(Cl)c(F)c2)n1 (stereo unspecified)
→ 0%, 20%, -1, -4%, 5, ?, 9%, 12%, 5%
COc1ccc(NS(=O)(=O)c2cc(C(=O)N3CCCCCC3)ccc2C)cc1
→ -3%, -17%, 24, 6%, -20, ?, -2%, -20%, 9%
O=C(CSc1nnc(-c2ccccc2)n1-c1ccc(Cl)cc1)N/N=C/c1ccco1
→ 1%, 1%, -1, -15%, -6, 16µM*, -10%, ?, -7%
CCCCn1c(N)c(N(CCOC)C(=O)Cn2c(=O)cnc3ccccc32)c(=O)[nH]c1=O
→ 0%, -11%, 2, 5%, 3, 1%, 7%, 2%, -17%
O=C(NCCC1=CCCCC1)C(=O)NCC(c1ccco1)N1CCN(c2ccccc2F)CC1 (stereo unspecified)
→ 0%, -8%, 2, 13%, 11, 4.1µM*, 2%, 14%, -46%[inhibitor]
Cc1nn(-c2ccccc2)c(C)c1C(=O)OCC(=O)Nc1ccccc1
→ -1%, -20%, -13, 1%, 5, 10µM*, -14%, -20%, -1%
C=CCn1c(COc2cccc3cccnc23)nnc1SCC(=O)O
→ 5%, 13%, -12, 20%, 1, 0%, 16%, -4%, -7%
CCc1ccc(NC(=O)N2CCN(Cc3cc(=O)n4nc(-c5ccccc5OC)sc4n3)CC2)cc1
→ ., 16%, ., ., 4, 0%, ., 5%, .
Cc1cccc(N(CC(=O)NCc2ccco2)C(=O)CCC(=O)Nc2nccs2)c1
→ 9%, 4%, -17, 9%, -4, 13%, -1%, -5%, 1%
Cc1ccc2ccccc2c1NC(=O)Cn1nnc(-c2cccnc2)n1
→ -3%, 2%, -6, -1%, -5, -3%, -2%, -2%, -4%
COc1cccc(C(=O)OCC(=O)NCCc2ccccc2)c1OC
→ 9%, -6%, 21, 4%, -1, -10%, 21%, -12%, -3%
CCOC(=O)Cn1ncn(-c2ccc(OC(F)(F)F)cc2)c1=O
→ 5%, 11%, 12, 6%, 13, ?, 5%, -6%, 8%[1.84 µM]
CN(C)CC(C)(C)CNC(=O)c1cc(Br)cc(Br)c1O
→ -2%, 0%, 5, 6%, 2, -9%, 3%, -20%, -3%
Cc1nc2ccccn2c1C(=O)NCc1cccnc1
→ -5%, -5%, 31, 3%, 4, 2%, 7%, -11%, 4%
COc1ccc(C(=O)O)cc1S(=O)(=O)NC(C)C12CC3CC(CC(C3)C1)C2 (stereo unspecified)
→ 4%, -1%, 14, 13%, 4, 8%, -11%, 12%, -2%
Cc1cc(=O)oc2cc(OCC(=O)Nc3cccnc3)ccc12
→ -3%, 11%, 9, 1%, 6, 13%, 8%, -13%, -3%
CCCS(=O)(=O)N1CCN(CC2CC=CCC2)CC1 (stereo unspecified)
→ 7%, -5%, -8, 22%, -5, -28%, -3%, 6%, 2%
CCOCC(=O)Nc1cc(OC)c(Cl)cc1OC
→ -5%, -14%, -8, 22%, 0, 16%, 14%, -7%, -3%
Cc1c(C(=O)OCC(=O)Nc2c(C)n(C)n(-c3ccccc3)c2=O)oc2ccccc12
→ 1%, 21%, 10, 19%, -9, -2%, 22%, 4%, -6%
CC(C)Sc1ncnc2c1cnn2-c1ccccc1
→ -2%, 3%, 45, 4%, 4, 14%, -10%, 10%, -2%
NS(=O)(=O)c1ccc2nc(NC(=O)c3ccc4c(c3)OCCO4)sc2c1
→ -1%, 2%, -20, -16%, 3, 14%, -20%, -8%, -14%
CC1CCC(C(C)C)C(OCC(O)CN2CCOCC2)C1 (stereo unspecified)
→ -4%, ?, 0, 4%, -14, -27%, 8%, 21%, -1%
O=C(NCc1ccco1)C1CC(=O)N(c2cccc(Cl)c2)C1 (stereo unspecified)
→ -2%, 7%, -2, 19%, 3, 9%, 18%, 14%, 14%
O=C(NNc1c(Cl)cccc1Cl)c1sccc1Cl
→ 5%, -5%, -7, -8%, -23, 4%, -2%, -5%, -1%
Cc1ccc(C2CC(=O)C=C(O)C2)cc1 (stereo unspecified)
→ -1%, 16%, 14, 15%, -3, 8%, 18%, -2%, -1%
COc1ccccc1NC(=O)CCn1nc(-c2ccccc2OC)c2c(C)cc(C)nc21
→ ., 1%, ., ., -4, ?, ., 2%, .
Cc1nn2c(-c3cccnc3)ccnc2c1-c1ccccc1
→ ?, -11%, -11, 0%, 2, ?, 0%, 3%, 1%
